SKKanGAS inh: S. pyogenes SKKanGAS growth inhibitors in kanamycin, primary screen, streptokinase expression inhibitor project, SKKanGAS strain, BacTiter-Glo luminescence. AID 1662, 2009. actives 1.3% (n = 300,000). inhibition, % at 7.5 µM. 6 h;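 active = mean replicate score, as percent of positive control median, at least 50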;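 note: strain carries kanamycin resistance gene driven by streptokinase promoter and grows in 40 µg/ml kanamycin; loss of luminescence reflects streptokinase promoter inhibition or plain growth inhibition; 0% = median of DMSO wells and 100% = positive control at its reference dose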
TRPC6 inhibitor: mouse TRPC6 channel inhibitors, primary screen, cell-based, HEK293, membrane potential dye; ACh-evoked depolarization; hits give low values; B-score at 10 µM; actives 1.1% (n = 310,000); AID 2553, 2010;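 active = B-score under library mean minus 3 SD, initial fluorescence not abnormally high, positive integrated signal ratio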;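 note: B-score derived from integrated fluorescence ratio over the kinetic read; more negative B-score means stronger inhibition of depolarization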
HIF activator: HIF pathway transcriptional activators, primary screen, cell-based, U2OS HRE-luciferase, luminescence. U2OS HRE-luciferase reporter; normalized: DMSO 0%, desferrioxamine 100%. activation, % at 7.5 µM (by protocol). actives 0.32% (n = 300,000). AID 1910, 2009;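 active = mean activation of at least 10% of the iron chelator positive control signal, with at least half of replicates also reaching 10%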
MrgX1 allo act: positive allosteric modulators of MrgX1, primary screen, HEK293 cells, Fluo-4 calcium flux; B-score at 10 µM; Mas-related G-protein coupled receptor member X1 (Homo sapiens), Q96LB2; FDSS; hits give high values; actives 0.63% (n = 310,000);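 active = plate-corrected calcium response at least 3 library SD above typical, normal starting fluorescence, not activating the receptor alone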;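 note: compound read alongside a low EC10 to EC30 dose of BAM8-22 agonist; peak minus trough fluorescence over baseline measured at the second addition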
Target sequence (Q96LB2 whole entry, looked up): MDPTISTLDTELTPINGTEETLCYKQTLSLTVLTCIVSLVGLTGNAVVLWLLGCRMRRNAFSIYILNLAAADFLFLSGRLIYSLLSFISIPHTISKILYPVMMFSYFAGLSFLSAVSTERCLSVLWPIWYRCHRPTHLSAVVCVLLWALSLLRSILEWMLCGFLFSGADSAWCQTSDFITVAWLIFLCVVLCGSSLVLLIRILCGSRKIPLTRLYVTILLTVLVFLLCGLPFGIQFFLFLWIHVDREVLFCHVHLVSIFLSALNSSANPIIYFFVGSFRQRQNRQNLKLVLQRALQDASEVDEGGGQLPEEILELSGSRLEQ
MrgX1 antagonist: antagonists of human MrgX1 receptor, primary screen, HEK293 cells, Fluo-4 calcium flux; B-score at 10 µM; BAM8-22 antagonism; hits give low values; Mas-related G-protein coupled receptor member X1 (Homo sapiens), Q96LB2; actives 1.3% (n = 310,000);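 active = calcium-response B-score plate-corrected more than 3 library SD below zero, starting fluorescence within 5 deviations, no agonist response on first addition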;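 note: peak minus trough fluorescence over baseline after final BAM8-22 challenge near maximal dose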
RGS4 act: RGS4 potentiators or activators, primary screen, cell-based, HEK293 M3R inducible RGS4, calcium flux; carbachol calcium flux Fluo4; hits give low values; B-score at 10 µM; actives 0.92% (n = 310,000); AID 463111, 2010;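 active = B-score of the integrated calcium signal more than 4 SD below the library mean, with starting fluorescence not abnormally high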;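 note: negative B-score means reduced calcium response which marks RGS4 activation or potentiation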
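Material: M3R-expressing HEK293 line, RGS4 induced by doxycycline | Schedule: Overnight RGS4 induction, 30 min dye load 37 °C, 20 min compound RT | Measured by: Fluo4 fluorescence kinetic imaging of calcium | Read-out: Integrated calcium ratio converted to B score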
TRPC6 act: mouse TRPC6 channel activators, primary screen, cell-based, HEK293, membrane potential dye; HEK293-TRPC6 membrane potential dye fluorescence; hits give high values; Short transient receptor potential channel 6 (Mus musculus), Q61143; actives 0.13% (n = 310,000); B-score at 10 µM;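 active = B-score of the integrated fluorescence ratio above library mean plus 3 SD, and starting fluorescence ratio within library mean plus 5 SD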;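 note: higher score means more depolarization so channel activation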
TRPC4 block: inhibitors of mouse TRPC4 channel, primary screen, Fluo4 calcium, HEK293 TRPC4beta/mu-opioid cells. AID 2247, 2010. actives 0.39% (n = 300,000). Short transient receptor potential channel 4 (Mus musculus), Q9QUQ5. B-score at 10 µM. DAMGO-evoked Fluo4 calcium flux; hits give low values;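 active = B-score over 3 SD under the library average, no early fluorescence shift, positive overall ratio signal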
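Assay system: Stable TRPC4beta/mu-opioid receptor HEK293 cells | Reagent: DAMGO in two steps, submaximal then maximal | Compound dosing: Single concentration per test compound | Signal: Fluo4 Ca2+ flux fluorescence | Evaluation: Per-well B score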
Platelet DG rel: inhibitors of platelet dense granule secretion, primary screen, cell-based, MLPCN, human platelets. human platelet-rich plasma, SFLLRN dense granule ATP release, luminescence. inhibition, %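 (compounds screened at 7.5 µM in platelet-rich plasma)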. actives 0.22% (n = 300,000). AID 1663, 2009;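 active = mean replicate score, as percent of positive control, at or above 50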
MrgX1 ag: agonists of human MrgX1 receptor, primary screen, HEK293 cells, Fluo-4 calcium flux; Fluo-4 calcium fluorescence, agonist mode; hits give high values; B-score at 10 µM; actives 0.44% (n = 310,000); AID 588627, 2011;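 active = calcium response B-score plate-corrected fluorescence ratio at least 3 library SD, with starting fluorescence B-score inside 5 SD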
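Assay system: stable human MrgX1 HEK293 cell line. Quantity: 15,000 cells per well. Schedule: cells plated overnight, dye loaded 0.5 h 37 °C, 0.5 h room temperature. Detection: Fluo-4 NW calcium-flux fluorescence, kinetic read. Read-out basis: peak-minus-minimum fluorescence over baseline, converted to B scores. Control set: positive and negative control wells on each plate.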
RGS4 block: RGS4 inhibitors, primary screen, cell-based, HEK293 M3R inducible RGS4, calcium flux. Fluo-4 calcium flux; hits give high values; triggered by carbachol at its EC20. AID 463165, 2010. B-score at 10 µM. Regulator of G-protein signaling 4 (Homo sapiens), P49798. actives 0.45% (n = 310,000);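 active = B-score, a plate-corrected calcium signal, over three deviations above library mean, with baseline fluorescence within five deviations of library mean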;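 note: RGS4 expression induced by doxycycline in cells with stable M3 receptor; B-score is computed from the integrated fluorescence ratio over baseline after carbachol; higher B-score means a larger calcium signal and so more RGS4 inhibition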
Target sequence (P49798 whole entry, looked up): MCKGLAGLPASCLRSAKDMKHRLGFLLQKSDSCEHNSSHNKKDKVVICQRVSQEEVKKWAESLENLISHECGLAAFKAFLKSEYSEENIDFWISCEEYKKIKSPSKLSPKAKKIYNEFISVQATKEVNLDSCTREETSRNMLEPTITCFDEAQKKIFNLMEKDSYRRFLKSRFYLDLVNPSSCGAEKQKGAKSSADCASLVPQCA
* = called active by the depositor; i = inactive; x = not tested or not shown.

SMILES | SKKanGAS inh | TRPC6 inhibitor | HIF activator | MrgX1 allo act | MrgX1 antagonist | RGS4 act | TRPC6 act | TRPC4 block | Platelet DG rel | MrgX1 ag | RGS4 block
CN=c1scc(C)n1/N=C/c1cc(Br)c(O)c(Br)c1 | 17 | i | -0.5 | i | i | i | i | i | -1 | i | i
CCOC(=O)N1CCN(C(=S)Nc2cc(OC)c(OC)cc2C(=O)OC)CC1 | 2 | i | -0.2 | i | i | i | i | i | -3 | i | i
O=C(NCc1nnnn1-c1ccc(F)cc1)c1ccc([N+](=O)[O-])o1 | 19 | i | -3.4 | i | i | i | i | i | -1 | i | i
CCC(=O)Nc1c2c(nn1-c1ccc(OC)cc1)CS(=O)C2 (configuration not stated) | 1 | i | -0.1 | i | i | i | i | i | 11 | i | i
Cc1cc(C(F)(F)F)nn1CC(=O)N(C)c1ccccc1 | 2 | i | -0.2 | i | i | i | i | i | -2 | i | i
Oc1cccc(Nc2ncnc3ccccc23)c1 | 5 | i | 1.9 | i | i | i | i | i | -2 | i | i
Cc1c(CN(C)C(=O)c2nn(C)cc2[N+](=O)[O-])cnn1C | -2 | i | 0.6 | i | i | i | i | i | 18 | i | i
COc1ccc(NC(=O)C(=S)NC2CCCCC2)cc1 | -4 | i | 3.0 | i | i | i | i | i | -1 | i | i
COc1ccc(CNC(=O)CN2C(=O)NC(C)(c3ccc(Cl)cc3)C2=O)cc1 (configuration not stated) | 5 | i | -0.2 | i | i | i | i | i | 2 | i | i
CC(C)Cc1ccc(C(C)C(=O)Nc2cccnc2)cc1 (configuration not stated) | 8 | i | 0.5 | i | i | i | i | i | -13 | i | i
CC(=O)c1ccc(NC(=O)CC(C)S(=O)(=O)c2ccc3c(c2)CCN3C(C)=O)cc1 (configuration not stated) | 24 | i | 0.2 | i | i | i | i | i | -4 | i | i
Cc1ccc(C2=NOC3(CC(=O)N(c4ccccc4)C3=O)C2)cc1 (configuration not stated) | -1 | i | x | i | i | i | i | i | x | i | i
Cc1ccc2c(c1)N(C(=O)CCC(=O)NCc1cccnc1)CC(C)O2 (configuration not stated) | 2 | i | -0.2 | i | i | i | i | i | 1 | i | i
COc1ccc(C(=N/O)/C(=N/O)c2ccc(OC)cc2)cc1 | 4 | i | -0.4 | i | i | i | i | i | 0 | i | i
O=C(CSc1nnnn1-c1cccc2c1CCCC2)N1CCCC1 | 2 | i | 0.0 | i | i | i | i | i | -2 | i | i
CC(=O)N(C(C)=O)c1ccc2nc(C)[nH]c(=O)c2c1 | 3 | i | 0.2 | i | i | i | i | i | 8 | i | i
CCCC(c1nnnn1C1CCCCC1)N1CCN(C(=O)c2ccco2)CC1 (configuration not stated) | 0 | i | -0.2 | i | i | i | i | i | 3 | i | i
COc1ccc(NC2=NCC(=O)N2c2ccccc2F)cc1 | 0 | i | 2.1 | i | i | i | i | i | -9 | i | i
CC1CN(S(=O)(=O)c2cccc(C(=O)Nc3ccc(S(=O)(=O)Nc4ncccn4)cc3)c2)CC(C)O1 (configuration not stated) | -5 | i | -0.1 | x | x | i | i | i | 7 | x | i
CC1=CC=CN2C1=NC(=O)CC2(C)C(=O)N(CC(=O)NC1CCCC1)Cc1ccccc1 (configuration not stated) | -3 | i | -5.0 | i | i | i | i | i | -1 | i | i
CC(C)(C)NC(=O)N1CCN(c2nc3ccc(Cl)cc3s2)CC1 | 2 | i | 2.9 | i | i | i | i | i | 7 | i | i
COc1ccc2[nH]c3c(c2c1)CCN1C(=O)N([C@@H](C)C(=O)NCc2ccccc2)C(=O)[C@]31C | 9 | i | -0.2 | i | -8.6* | i | i | i | -8 | i | i
CCN(Cc1ccccc1)S(=O)(=O)c1c[nH]c(C(=O)OC)c1 | -4 | i | -0.2 | i | i | i | i | i | 4 | i | i
CCN1CCN(c2cc(N3CCc4ccccc4C3)c(F)cc2[N+](=O)[O-])CC1 | 4 | i | -2.3 | i | i | i | i | i | 19 | i | i
Cc1ccc(C(=O)N2CCCC(N3CCN(c4ccccc4C)CC3)C2)c(=O)[nH]1 (configuration not stated) | 1 | i | 0.8 | i | i | i | i | i | 0 | i | i
Remaining list, next part:
SMILES | SKKanGAS inh | TRPC6 inhibitor | HIF activator | MrgX1 allo act | MrgX1 antagonist | RGS4 act | TRPC6 act | TRPC4 block | Platelet DG rel | MrgX1 ag | RGS4 block
Cc1ccc(CNC(=O)Cn2nnc(C(=O)Nc3cc(C)ccc3C)c2N)cc1 | -1 | i | -1.2 | i | i | i | i | i | 4 | i | i
CCc1ccc(Nc2n[n+](-c3ccccc3)c(-c3cc(OC)c(OC)cc3Br)s2)cc1 | 3 | i | -1.0 | i | i | i | i | i | -1 | i | i
COc1ccccc1C(=O)Nc1ccc(C2=NNC(=O)CC2C)cc1 (configuration not stated) | 3 | i | 0.5 | i | i | i | i | i | 88* | i | i
CCOC(=O)C[C@H]1c2cc(F)ccc2S(=O)(=O)N1C1CCCCC1 | 3 | i | -1.8 | i | -6.4* | i | i | i | 1 | i | i
O=C(O)CCc1ncc(C(F)(F)F)cc1Cl | 1 | i | 0.7 | i | i | i | i | i | -7 | i | i
Cc1cccc(NC(=O)CCCN2C(=O)c3cccc4cccc(c34)C2=O)c1 | 3 | i | 0.0 | i | i | i | i | i | 3 | i | i
COc1cccc2sc(N(C)c3ccccc3)nc12 | -1 | i | 0.0 | i | i | i | i | i | 13 | i | i
COc1ccccc1NC(=O)C(=O)NNS(=O)(=O)c1ccc2ccccc2c1 | 0 | i | 0.0 | i | i | i | i | i | -3 | i | i
CN(C)/C=N/C1=C(C#N)C(c2ccc(Br)cc2)c2ccc3ccccc3c2O1 (configuration not stated) | 12 | i | 2.0 | i | i | i | i | i | 0 | i | i
CCc1c(C)sc(NC(=O)c2cnn3cccnc23)c1C#N | -13 | i | 0.5 | i | i | i | i | i | -9 | i | i
OC1COC(O)C(O)C1O (configuration not stated) | 1 | i | -0.2 | i | i | i | i | i | 1 | i | i
CCOc1ccc(-c2nnc(-c3ccncc3)o2)cc1OCC | -2 | -5.5* | 0.1 | i | i | i | i | i | 8 | i | i
COc1ccc(OC)c(NC2c3ccccc3C(=O)N2c2cccnc2)c1 (configuration not stated) | 0 | i | -0.4 | i | i | i | i | i | 1 | i | i
CCCCc1ccc(C2C3=C(CC(C)(C)CC3=O)NC3=C2C(=O)c2ccccc23)cc1 (configuration not stated) | 40 | i | -1.2 | i | i | i | i | i | -1 | i | i
Cc1ccc(OCC(O)CN2CCOCC2)cc1C (configuration not stated) | 1 | i | 0.2 | i | i | i | i | i | 7 | i | i
O=C(Nc1ccccc1)N1CCCC(c2nc(-c3cccs3)no2)C1 (configuration not stated) | -13 | i | 2.6 | i | i | i | i | i | -6 | i | i
Cc1ccc(C(c2nnnn2C(C)(C)C)N2CCC(C)CC2)cc1 (configuration not stated) | 8 | i | 0.0 | i | i | i | i | i | -2 | i | i
Cc1ccc2oc3c(c(=O)c2c1)C(c1cccc(Cl)c1)N(CCCN1CCOCC1)C3=O (configuration not stated) | -2 | i | -0.3 | i | i | i | i | i | 0 | i | i
Cc1nc(CN2CCC(c3ccccc3)CC2)cc(=O)[nH]1 | -5 | i | -0.2 | i | i | i | i | i | 0 | i | i
CCn1c2ccccc2c2cc(NC(=O)c3cccc(OC)c3)ccc21 | 8 | i | 5.9 | i | i | i | i | i | -9 | i | i
Cc1ccc(NC(=Nc2ccc(Br)cc2)N2CCOCC2)cc1C | -2 | i | 0.6 | i | i | i | i | i | 4 | i | i
CCN(Cc1nc(-c2cccc(C)c2)no1)C(=O)c1ccc2c(c1)OCO2 | -3 | i | 0.5 | i | i | i | i | i | -3 | i | i
O=C(Nc1ccc2c(c1)OCCO2)c1coc2ccccc2c1=O | -2 | i | -0.2 | i | i | i | i | i | 27 | i | i
O=c1oc2ccccc2c(NC(c2ccccc2)c2ccccc2)c1[N+](=O)[O-] | -1 | i | -2.6 | i | i | i | i | i | -2 | i | i
CC12Cc3ccc4ccccc4c3C=C1C[N+](C)(C)C2 (configuration not stated) | -8 | i | -0.6 | i | i | i | i | i | -14 | i | i
The list continues:
SMILES | SKKanGAS inh | TRPC6 inhibitor | HIF activator | MrgX1 allo act | MrgX1 antagonist | RGS4 act | TRPC6 act | TRPC4 block | Platelet DG rel | MrgX1 ag | RGS4 block
CCn1c(SCC(N)=O)nnc1-c1cc2c(C)nn(-c3ccccc3)c2s1 | -15 | i | -0.1 | i | i | i | i | i | 1 | i | i
O=C(CSc1nnc(Nc2ccccc2)s1)NCc1ccco1 | -5 | i | -15 | i | i | i | i | i | 3 | i | i
CN(c1ccccc1)S(=O)(=O)c1cccc(NS(=O)(=O)c2ccc(/C=C/C(=O)O)cc2)c1 | 6 | i | -0.4 | i | i | i | i | i | 4 | i | i
Cc1cccc(-c2nnc(NC(=O)c3ccc(Cl)cc3)o2)c1 | 122* | i | 0.1 | i | i | i | i | i | -8 | i | i
CN(CC(=O)NCCc1ccc(S(N)(=O)=O)cc1)Cc1ccc(Cl)cc1Cl | 2 | i | -0.4 | i | i | i | i | i | 23 | i | i
O=c1ccc2cc(S(=O)(=O)NCCCc3ccccc3)ccc2[nH]1 | -7 | i | -0.3 | i | i | i | i | i | 13 | i | i
CC(=O)Oc1ccc(C2(C)CC(C)(C)Oc3cc(OC(C)=O)ccc32)c(OC(C)=O)c1 (configuration not stated) | -1 | i | -1.4 | i | i | i | i | i | 2 | i | i
COc1ccccc1S(=O)(=O)Cc1ccc(C(=O)N2CCN(c3ccc(C)cc3)C(C)C2)o1 (configuration not stated) | -2 | i | 0.0 | i | i | i | i | i | 22 | i | i
